# Source: PubChem BioAssay (several laboratories)
# hiPSC survival – hiPSC single-cell survival enhancement; AID 602274; ATPlite luminescence; 100% = ROCK inhibitor wells, 0% = DMSO; survival enhancement, % at 20 µM; 360,000 tested, 0.044% active; in the data active = survival enhancement above about 18%;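 note: cells exposed to compounds for 16 hours before the ATP read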
# ABHD5 PLIN5 PPI – ABHD5-PLIN5 protein interaction inhibition; inhibition, % at 4 µM; 360,000 tested, 0.78% active; Split G. princeps luciferase complementation, luminescence, 4 h;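 active = inhibition above the mean inhibition across every tested compound plus 3 SD, cut at about 22% in these data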;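 note: 0% = DMSO only wells and the 100% control is not disclosed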
# m5-HT2A agonist – mouse HTR2A agonism via beta-arrestin recruitment | P35363 | 360,000 tested, 0.66% active | AID 624169 | activation, % at 7.6 µM | CHO-K1 mHTR2A beta-arrestin complementation, luminescence; percent of 30 µM serotonin response;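 active = activation above a run cutoff, the mean activation of all tested compounds plus 3 SD, cut at about 14% in these data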;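 note: 0% = plate median of compound wells and 100% = 30 µM serotonin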
# Target sequence (P35363 whole entry, looked up): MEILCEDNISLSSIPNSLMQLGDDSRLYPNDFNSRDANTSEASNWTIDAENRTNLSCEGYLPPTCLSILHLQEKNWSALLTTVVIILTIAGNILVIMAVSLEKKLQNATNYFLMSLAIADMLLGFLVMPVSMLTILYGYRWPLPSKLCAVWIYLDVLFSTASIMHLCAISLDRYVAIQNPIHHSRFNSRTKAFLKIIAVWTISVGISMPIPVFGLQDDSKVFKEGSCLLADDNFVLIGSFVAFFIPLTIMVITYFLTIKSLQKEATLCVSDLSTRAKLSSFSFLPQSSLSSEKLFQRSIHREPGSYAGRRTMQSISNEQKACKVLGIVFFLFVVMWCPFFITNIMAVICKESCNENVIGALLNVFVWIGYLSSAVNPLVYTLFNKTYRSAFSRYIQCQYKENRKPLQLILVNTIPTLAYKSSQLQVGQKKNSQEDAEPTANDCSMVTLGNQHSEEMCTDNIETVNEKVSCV
# Cardio protect – myocardial damage modulation in H9c2 cells; H9c2 cardiomyocytes, H2O2 injury protection, ATPLite, 2 h; protection from H2O2 cell death, % at 20 µM; 360,000 tested, 0.63% active;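 active = compounds giving at least 50% protection of heart cells from peroxide-induced death in the single-dose screen, raw or plate-pattern-corrected value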;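 note: 0% = DMSO wells with peroxide and 100% = DMSO wells without peroxide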
# ABCB6 inh 2 – human ABCB6 transporter inhibition; Q9NP58; K562-ABCB6 porphyrin accumulation, flow cytometry, 1 h; hits give low values; fluorescence ratio to DMSO, % at 10 µM; 360,000 tested, 0.19% active; AID 602162;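 active = fluorescence ratio to DMSO below 75%, the collection mean minus 3 SD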;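 note: signal is porphyrin accumulated inside mitochondria; 100% equals median channel fluorescence of DMSO control wells; lower ratio means ABCB6 inhibition with less porphyrin fluorescence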
# aDG glyco up – increases alpha dystroglycan glycosylation; Pro5-aDG cells, alpha-DG glycosylation AlphaScreen (IIH6); 0% Pro5, 100% B10-LARGE cell signal; activation, % at 10 µM; 360,000 tested, 0.22% active; AID 624168;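 active = activation of at least 8% versus controls, or a plate z-score of at least 8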;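 note: Pro5 are CHO cells carrying HIG-tagged alpha-DG that lacks glycosylation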
# N-glyco inh – N-linked glycosylation inhibition. 360,000 tested, 0.23% active. D54 ERlucT glycosylation luciferase reporter, 24 h; percent of 100 nM tunicamycin response. AID 588692. reporter increase, % at 12.5 µM;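 active = mean luciferase reporter signal, scaled so untreated is 0 and the glycosylation-blocking control 100, at or above a set limit in every replicate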;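 note: luciferase carries N-glycosylation sites so blocking glycosylation raises the light; 0% = median of neutral control wells and 100% = median of 100 nM tunicamycin wells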
# Granule exo inh – blocks lytic granule exocytosis; TALL-104 LAMP-1 surface exposure, flow cytometry; cells stimulated with thapsigargin and PMA; inhibition, % at 10 µM; 360,000 tested, 0.66% active;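 active = inhibition above about 55%, limit read from the data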
# MC4R ag barr – human MC4R agonism via beta-arrestin | P32245 | U2OS MC4R beta-arrestin complementation, luminescence; percent of melanotan II response, DMSO zero | activation, % at 8.9 µM | 360,000 tested, 0.98% active | AID 540308;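 active = activation above a per-plate cutoff, the mean activation of sample wells on that plate plus 3 SD, cut at about 8% in these data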
# Target sequence (P32245 whole entry, looked up): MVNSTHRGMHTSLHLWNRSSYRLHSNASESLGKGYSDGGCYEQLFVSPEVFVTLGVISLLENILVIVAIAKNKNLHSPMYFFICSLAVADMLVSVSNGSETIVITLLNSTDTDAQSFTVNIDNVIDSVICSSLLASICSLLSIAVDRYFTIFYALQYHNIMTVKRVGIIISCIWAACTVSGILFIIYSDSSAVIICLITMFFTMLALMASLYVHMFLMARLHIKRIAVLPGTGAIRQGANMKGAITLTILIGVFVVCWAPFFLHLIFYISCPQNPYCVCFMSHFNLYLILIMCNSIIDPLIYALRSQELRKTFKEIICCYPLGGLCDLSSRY
# MC4R antagonist – antagonists of human melanocortin 4 receptor (MC4R); P32245; MC4R-expressing cells, MTII-stimulated cAMP, LANCE TR-FRET; inhibition, % at 6.5 µM; 360,000 tested, 0.48% active; AID 540295;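 active = inhibition above its plate's cutoff, the mean of tested wells on that plate plus 3 SD, cut at about 29% in these data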;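 note: 0% = Melanotan II alone and 100% = Melanotan II plus saturating MCL0020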
#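 System: U2OS cells stably expressing human melanocortin 4 receptor (MC4R). Reagent: Melanotan II challenge after compound preincubation. Doses: 6.5 µM. Times: 30-min compound, 1-h challenge, 1-h detection, room temperature. Measured by: TR-FRET with Eu-cAMP and labeled anti-cAMP, 671 nm. Replicates: singlicate.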
# * marks the source's active call; other numbers are inactive results.
SMILES,hiPSC survival,ABHD5 PLIN5 PPI,m5-HT2A agonist,Cardio protect,ABCB6 inh 2,aDG glyco up,N-glyco inh,Granule exo inh,MC4R ag barr,MC4R antagonist
Cc1ccc2c(CN(C)Cc3ccc(Cl)cc3Cl)cc(=O)oc2c1,-0.6,-2.1,1.0,-8.3,98.0,0.1,-4.6,66.6*,-0.3,9.9
COc1ccc([C@@H]2CC=C(C(=O)O)[C@H](c3ccccc3)N2S(=O)(=O)c2ccccc2C)cc1,-1.8,-3.1,-6.4,2.6,101.0,0.2,0.1,4.7,0.1,8.9
COc1ccc(NC(=S)N2CCN(Cc3ccccc3)CC2)c(OC)c1,-0.7,-1.5,2.6,-0.1,100.0,0.6,0.1,0.6,0.0,6.5
CCOC(=O)c1cnc2ccc(C)cc2c1Sc1ccccc1,-0.8,3.0,-5.0,-8.9,105.0,0.7,0.4,5.2,-0.3,2.7
N#Cc1ccc(-c2cccc3nccn23)cc1,2.0,9.5,-1.0,-0.7,99.0,0.2,-1.6,1.5,-1.3,7.7
Cc1ccc(S(=O)(=O)N2CCCCC2)cc1NC(=O)Nc1ccc(Cl)cc1Cl,3.2,0.0,-4.6,-13.5,83.0,1.2,-1.8,3.5,-2.7,3.9
Cc1onc(-c2ccccc2)c1C(=O)Nc1ccccc1N1CCOCC1,2.3,-0.4,0.7,1.2,97.0,0.1,0.0,-0.6,-1.5,6.1
O=C(O)CCCN1C(=O)C(=O)/C(=C(/O)c2ccccc2)C1/C=C/c1ccccc1 (stereo not drawn),-0.3,-4.1,0.7,2.0,100.0,-0.1,1.7,0.7,-2.6,2.4
CC(=O)Nc1cccc(C(=O)OCC(=O)NCc2cc(C)c(O)c(C)c2)c1,-0.4,3.8,-3.3,-1.6,94.0,-0.2,3.0,5.6,-2.9,11.7
N#Cc1ccsc1NC(=O)c1cccc(-n2cnnn2)c1,0.3,-1.9,3.5,7.2,98.0,10.6*,2.1,0.1,0.7,16.5
CCN(CC)C(=O)C1=C(C)N(Cc2ccc(OC)cc2)C(=O)C(CC(=O)NC2CCCC2)C1 (stereo not drawn),-0.6,2.6,3.6,0.6,95.0,0.3,2.0,-13.3,-0.1,1.6
CC(=O)N1CCCc2cc(S(=O)(=O)N3CCCC(C(=O)Nc4ccc(C)cc4C)C3)ccc21 (stereo not drawn),-0.4,0.1,-2.9,-2.6,94.0,0.2,1.0,-0.5,-3.2,3.0
CCS(=O)(=O)c1nc(S(=O)(=O)c2ccc(C)cc2)c(N2CCC3(CC2)OCCO3)s1,-0.1,5.2,5.0,3.2,99.0,0.1,-0.1,5.1,0.5,-7.8
O=C(CO/N=C/c1ccccc1OC(F)F)N1CCc2ccccc21,0.4,3.8,-2.4,-5.1,105.0,-0.3,2.1,0.2,10.8*,24.3
COc1cc(NC(=O)C2CCC(CNc3c(N4CCCCC4)c(=O)c3=O)CC2)cc(OC)c1 (stereo not drawn),-1.2,8.5,-0.2,9.3,94.0,0.0,0.5,-2.3,-0.8,7.8
O=S(=O)(NC1CCCCC1N1CCC(O)CC1)c1ccc(Cl)cc1 (stereo not drawn),-0.5,6.2,-1.5,1.0,94.0,-0.1,-1.5,10.6,0.5,5.6
Cc1ccc(C(=O)N/C(=C\c2cccs2)C(=O)NCCc2c[nH]c3ccccc23)cc1,-0.5,-1.1,-7.4,4.6,97.0,0.4,41.6*,-3.6,0.1,16.0
COc1ccccc1NC(=O)CC(c1ccc(OC(C)C)cc1)c1ccccc1OC (stereo not drawn),0.0,-2.5,1.2,-7.2,100.0,0.2,-2.8,6.2,-1.7,7.4
COc1cc2c(cc1N)-c1ccc(N)cc1C2=O,-1.6,2.9,0.0,38.9,98.0,-0.6,5.9,2.0,-2.1,-45.1
COc1ccc(C(=O)/C=C/N(C)C)cc1OC,1.2,4.3,2.4,5.8,101.0,3.4,-0.2,4.1,-2.0,-1.9
CN(CC(=O)NCCCN1CCOCC1)S(=O)(=O)c1ccc(Cl)cc1,-2.1,2.1,9.0,0.7,100.0,0.3,-0.1,-9.8,-2.0,3.7
Cc1ccccc1OCC(=O)NNC(=O)c1ccc(-c2ccccc2)cc1,0.3,-2.5,-5.0,-6.5,94.0,0.0,0.7,-2.8,1.9,-0.6
O=C(COC(=O)c1ccc[nH]c1=O)NC1CCCc2ccccc21 (stereo not drawn),-0.5,5.6,0.7,-0.4,96.0,-0.1,-0.1,-10.8,-1.8,-1.8
O=C(O)CC1Sc2ccccc2NC1=O (stereo not drawn),9.6,-11.6,1.1,-2.8,104.0,0.3,0.7,1.3,-0.8,3.0
Cc1cc(Sc2nc(NC(C)(C)C)nc(N3CCOCC3)n2)nc(Cl)n1,2.5,-2.1,-1.3,1.9,77.0,-0.1,1.7,3.6,-1.8,0.1
# Following part
SMILES,hiPSC survival,ABHD5 PLIN5 PPI,m5-HT2A agonist,Cardio protect,ABCB6 inh 2,aDG glyco up,N-glyco inh,Granule exo inh,MC4R ag barr,MC4R antagonist
Cc1ccc(Nc2nc(NCc3ccco3)c3ccccc3n2)cc1,-0.9,2.9,-11.4,-32.9,98.0,0.0,-15.8,69.3*,0.6,-2.3
O=C(NCc1cccnc1)c1cccc(F)c1,-0.9,3.7,1.3,10.7,95.0,0.0,2.2,-3.2,-1.0,-0.5
Brc1ccc(Oc2nnnn2-c2ccccc2)cc1,-0.5,-8.9,-0.8,-13.7,95.0,0.4,-3.7,-0.3,-0.8,8.6
CCOC(=O)Cc1csc(NC(=O)c2ccoc2C)n1,-0.7,-4.0,0.6,0.7,99.0,0.0,-1.9,-5.0,2.3,-1.8
CCOc1ccc(NC(=O)CN(C)C(=O)c2c(-c3ccccc3)noc2C)cc1OCC,0.3,3.6,-0.3,1.9,97.0,0.0,1.6,17.0,-3.6,2.1
Cc1c([N+](=O)[O-])c(C(=O)Sc2ccc(Br)cc2)nn1C,-0.7,-3.2,6.8,4.4,100.0,-0.2,1.0,24.1,-1.5,19.0
CCOC(=O)C1CCCN(c2c(Nc3ccc(C)c(C)c3)c(=O)c2=O)C1 (stereo not drawn),-0.9,3.4,1.5,-2.3,103.0,0.1,1.9,0.2,-1.1,12.9
CCn1c(CSc2nc3ccccc3s2)nnc1SCC(=O)NCC(=O)OC,1.4,-6.0,-2.8,-0.3,105.0,-0.2,-0.8,-3.5,-1.4,7.1
O=C(CSc1nnc(Cn2c(=O)sc3ccccc32)n1CCc1ccccc1)N1CCOCC1,0.2,4.5,0.4,13.9,103.0,0.3,-1.1,-0.2,0.2,-4.0
Cc1cc(C)c(NC(=O)COC(=O)c2ccncc2)c(C)c1,0.5,6.8,-1.4,-1.4,101.0,-0.1,0.2,-2.8,-0.5,-4.7
CN(Cc1nccs1)C(=O)c1cc(COc2cccc3cnccc23)on1,-0.1,-2.6,-4.7,-18.3,87.0,3.8,-3.1,14.2,-3.2,10.6
CCCCCCCC1=NN(c2ccc(S(=O)(=O)O)cc2)C(=O)C1N=O (stereo not drawn),0.9,-28.1,-0.4,-0.3,97.0,1.0,-1.7,-0.8,-1.7,20.3
O=S(=O)(c1ccccc1F)N1CCN(CCOc2ccccc2)CC1,-0.4,-5.4,-9.4,3.0,93.0,0.3,-3.4,7.5,-3.9,4.1
Cc1sc(NC(=O)CSc2nnc3scc(-c4ccccc4)n23)c(C#N)c1C,-2.5,1.1,2.1,-0.5,99.0,-0.1,0.9,-3.3,15.7*,6.3
CNC(=O)NC(=O)COC(=O)/C=C/c1cccc(Br)c1,-0.1,3.0,1.7,2.7,95.0,0.3,3.6,3.6,-2.3,6.6
CC1=C(C(=O)Nc2ccccc2)C(c2cccs2)C(C#N)=C(SCC#N)N1 (stereo not drawn),2.0,-3.8,1.1,12.8,97.0,-0.3,-2.4,0.2,-0.6,1.6
Cc1nnc(NC(=O)NCN2C(=O)C3C4C=CC(C4)C3C2=O)s1 (stereo not drawn),-0.6,-5.2,-1.5,-1.9,108.0,-0.1,3.4,-0.7,1.0,11.0
S=C(Nc1ccccc1Cl)NC1CCN(Cc2ccccc2)CC1,0.8,1.1,-5.3,-11.2,86.0,0.6,-1.8,17.2,-2.7,6.7
Cc1oc2c(c(C)cc3oc(=O)c(CC(=O)N[C@@H](CCCNC(N)=O)C(=O)O)c(C)c32)c1C,0.0,1.3,-1.0,4.2,103.0,0.0,1.3,8.1,-1.5,6.5
NC1=NC[C@H](Cc2ccccc2)N1CCCCC1CCCCC1,-2.4,3.4,-6.0,-21.8,95.0,0.2,14.9,53.6,1.7,2.2
Cc1cc(=O)oc2cc(OCC(=O)N3CCc4ccccc4C3)ccc12,1.0,3.6,-3.1,5.4,95.0,4.2*,0.1,-1.1,-2.3,9.5
Cn1cnnc1SCC(=O)c1cc2ccccc2oc1=O,-1.3,9.3,-0.9,1.3,105.0,-0.2,-0.9,-0.7,-1.3,4.9
O=C(O)c1cccc(Cn2cc(Br)cn2)c1,-1.9,-2.3,2.3,6.3,90.0,-0.3,3.9,2.3,-0.7,-1.9
CC(C)(C)c1ccc(S(=O)(=O)N2CCN(C(=O)C3CCC3)CC2)cc1,-0.2,-6.7,0.3,-10.0,97.0,0.6,-2.3,-8.3,-4.8,-3.6
O=C(OCC(=O)N1CCCC1=O)C1COc2ccccc2O1 (stereo not drawn),-1.0,-6.6,1.2,3.8,99.0,-0.2,0.6,3.5,-1.2,15.0
# The results go on.
SMILES,hiPSC survival,ABHD5 PLIN5 PPI,m5-HT2A agonist,Cardio protect,ABCB6 inh 2,aDG glyco up,N-glyco inh,Granule exo inh,MC4R ag barr,MC4R antagonist
O=C(OCC#CCSc1nnc(-c2ccncc2)o1)c1sc2ccccc2c1Cl,-1.6,-5.0,3.1,-21.5,94.0,0.1,2.3,-1.4,-2.0,0.8
Cc1cc(NC(=O)c2ccc3c(c2)OCCO3)ccc1NC(=O)c1ccco1,-1.1,2.9,1.1,-16.0,102.0,0.1,-7.5,0.4,-0.6,4.5
Cc1cc(C)c2c(c1)/C(=N/NS(=O)(=O)c1ccc(Br)cc1)CCC2,0.2,1.4,-3.3,-13.5,85.0,2.7,-2.2,-0.9,1.7,6.7
COCCNc1nnc(SC(C)C(=O)Nc2c(C)n(C)n(-c3ccccc3)c2=O)s1 (stereo not drawn),0.2,-5.1,-0.3,3.5,101.0,0.1,1.5,1.0,-3.0,-2.8
CCCC(=O)Nc1cc(C)c(NC(=O)c2ccccn2)cn1,-2.4,7.9,-4.6,1.0,146.0,0.0,-0.1,-0.6,-0.2,2.7
CC(C)c1nc(-c2ccccc2)c(-c2ccccc2)[nH]1,-0.2,-2.5,-9.8,-27.2,97.0,0.7,1.1,-4.9,-1.0,1.4

# Sorted by value in N-glyco inh (descending): 3 from the list above.
Structure	N-glyco inh
O=C(OCC#CCSc1nnc(-c2ccncc2)o1)c1sc2ccccc2c1Cl	2.3
CC(C)c1nc(-c2ccccc2)c(-c2ccccc2)[nH]1	1.1
Cc1cc(C)c2c(c1)/C(=N/NS(=O)(=O)c1ccc(Br)cc1)CCC2	-2.2

# Compounds as they come. About 4.5% of those tested had a hit in this group.
